Screening results: PubChem, several laboratories
Redox H2O2 prof = compounds producing H2O2 with reducing agent – biochemical, NIH compound library profiling, artefact control for MLSCN library redox annotation, primary screen; actives 0.03% (n = 200,000); AID 878, 2007; DTT-dependent redox cycling H2O2, phenol red/HRP absorbance; 100% = 100 µM peroxide control, 0% = buffer; activation, % at 10 µM;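 active = activation of at least 50% relative to the plate's high and low controls in the primary single-dose screen; inactive = activation below 50%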;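 also: compound incubated with DTT at 0.8 mM final as the reducing agent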
PPARg SRC-3 ag = PPARgamma agonists recruiting SRC-3 coactivator, primary screen, biochemical. Peroxisome proliferator-activated receptor gamma (Homo sapiens), P37231. biochemical PPARgamma/SRC-3 coactivator recruitment assay. activation, % at 8 µM. actives 0.26% (n = 200,000). AID 731, 2007; in the data active = activation above about 23%;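 also: 0% = DMSO and 100% = reference agonist; some compounds past the cut are filed as inactive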
RAM network inh = inhibitors of the yeast RAM network, primary screen, dse1pr::URA3 reporter, 5-FOA selection | S. cerevisiae dse1pr::URA3 reporter, 5-FOA growth OD615, 2 d; analog-sensitive cbk1-as2 kinase mutant strain | inhibition, % at 50 µM | actives 1.8% (n = 190,000) | AID 868, 2007;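 active = inhibition above a set limit, 3 SD over mean compound inhibition, cut at about 8.4% in these data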;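 also: 0% = DMSO-only wells with no growth and 100% = 10 µM 1-NA-PP1 full growth; inhibition rescues growth on 5-FOA so higher OD means more RAM inhibition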
bIAP inh = bovine intestinal alkaline phosphatase inhibitors, primary screen, selectivity assay for TNAP inhibitor project, biochemical, bovine IAP, CDP-star luminescence; alkaline phosphatase, intestinal [Bos taurus]; purified bovine IAP, 30 min; inhibition, % at 20 µM; 190,000 tested, under 10 active;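 active = over 50% inhibition of intestinal alkaline phosphatase at 20 µM in the single-dose screen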
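System: purified bovine intestinal alkaline phosphatase (IAP) enzyme; Input: IAP diluted 1/65,000,000 in the well; Measured by: CDP-star luminescence signal; Compound dosing: 20 µM single dose; Incubation: 30 min reaction at room temperature.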
TR-FRET SRC-2 ct = TR-FRET signal artefacts, primary screen, artefact control for PPARgamma SRC-2 agonist project, biochemical; TR-FRET artefact counter-screen; active compounds read high; TR-FRET ratio at 8 µM; actives 0.4% (n = 200,000); AID 1049, 2008; in the data active = TR-FRET ratio above about 2000; also: inactives centre near 1500
S1P3 antagonist = S1P3 receptor antagonists, primary screen, cell-based; actives 0.27% (n = 170,000); inhibition, % at 4.98 µM; CHO S1P3 NFAT-BLA reporter, FRET fluorescence, antagonist mode; Sphingosine 1-phosphate receptor 3 (Homo sapiens), Q99500;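 active = inhibition above the plate cutoff, the mean inhibition of test wells on that plate plus 3 SD, cut at about 28% in these data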;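 also: cells challenged with S1P at its EC80 of 0.8 µM; blue over green emission ratio from cleaved BLA substrate after 4 h stimulation; 0% = S1P-stimulated wells and 100% = unstimulated DMSO-only wells; some compounds past the cut are filed as inactive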
Target sequence (Q99500 whole entry, looked up): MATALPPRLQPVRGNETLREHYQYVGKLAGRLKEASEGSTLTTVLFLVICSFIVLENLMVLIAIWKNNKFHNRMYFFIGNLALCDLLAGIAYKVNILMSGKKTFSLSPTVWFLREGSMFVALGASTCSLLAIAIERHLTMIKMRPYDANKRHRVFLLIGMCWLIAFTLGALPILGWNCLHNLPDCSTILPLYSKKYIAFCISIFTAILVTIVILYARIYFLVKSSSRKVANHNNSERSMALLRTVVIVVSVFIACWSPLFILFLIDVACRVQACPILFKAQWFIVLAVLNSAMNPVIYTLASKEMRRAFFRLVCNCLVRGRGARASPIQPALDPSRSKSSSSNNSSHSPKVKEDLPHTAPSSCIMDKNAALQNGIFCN
HMGR II inh = inhibitors of E. faecalis class II HMGR, primary screen, biochemical, Enterococcus faecalis; inhibition, % at 10 µM; HMG-CoA reductase (Enterococcus faecalis, mvaE); actives 0.41% (n = 190,000); purified E. faecalis HMGR, NADPH absorbance 340 nm kinetic; AID 1066, 2008;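 active = inhibition above a set limit, the median over all tested compounds plus 3 SD, cut at about 9.5% in these data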;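 also: enzyme runs in reverse so mevalonate oxidation gives rising NADPH absorbance; 0% = complete reaction with DMSO and 100% = background rate lacking mevalonate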
PPARg SRC-2 ag = agonists of PPARg-SRC-2 recruitment, primary screen, biochemical, HTS; PPARgamma LBD-SRC-2 recruitment; activation, % at 8 µM; actives 0.34% (n = 200,000); AID 1032, 2008; in the data active = activation above about 22%;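 also: 0% = vehicle and 100% = reference agonist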
PPARg SRC1 recr = PPARgamma agonists recruiting SRC-1 coactivator, primary screen, biochemical; Peroxisome proliferator-activated receptor gamma (Homo sapiens), P37231; PPARgamma-SRC-1 coactivator recruitment biochemical assay; activation, % at 8 µM; actives 0.41% (n = 200,000); in the data active = activation above about 19%;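 also: 0% = DMSO and 100% = reference agonist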
ROMK primary = ROMK potassium channel modulators, primary screen, cell-based, thallium flux, MLSMR library | actives 2% (n = 130,000) | ATP-sensitive inward rectifier potassium channel 1 (Homo sapiens), P48048 | B-score at 10 µM | AID 1918, 2009 | Tet-inducible ROMK, thallium flux fluorescence; actives lie on both sides;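 active = signal ratio slope over the read window, or its plate-corrected B-score, at least 3 SD from the plate mean, either direction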;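 also: B-score of the F/F0 ratio slope over 7 to 12 s after thallium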
Target sequence (P48048 whole entry, looked up): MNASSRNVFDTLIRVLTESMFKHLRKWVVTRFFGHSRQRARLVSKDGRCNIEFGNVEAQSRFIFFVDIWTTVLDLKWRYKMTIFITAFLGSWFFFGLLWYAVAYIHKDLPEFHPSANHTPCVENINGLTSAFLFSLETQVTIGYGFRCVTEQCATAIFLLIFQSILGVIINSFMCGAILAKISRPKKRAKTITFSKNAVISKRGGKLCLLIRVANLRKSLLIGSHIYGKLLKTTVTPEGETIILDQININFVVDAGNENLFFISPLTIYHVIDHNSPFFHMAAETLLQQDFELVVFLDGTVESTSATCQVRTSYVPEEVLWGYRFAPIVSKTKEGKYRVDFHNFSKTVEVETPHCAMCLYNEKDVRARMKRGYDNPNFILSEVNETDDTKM
Lmaj promast = Leishmania major promastigote growth inhibition, primary screen; Leishmania major promastigotes, resazurin fluorescence viability; AID 1063, 2008; actives 9% (n = 200,000); inhibition, % at 10 µM; in the data active = inhibition above about 50%;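 also: promastigotes grown with compound for 44 hours at 28 °C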
An asterisk follows results filed as active; nt = no result given.

SMILES	Redox H2O2 prof	PPARg SRC-3 ag	RAM network inh	bIAP inh	TR-FRET SRC-2 ct	S1P3 antagonist	HMGR II inh	PPARg SRC-2 ag	PPARg SRC1 recr	ROMK primary	Lmaj promast
Cc1ccc(N2C(=O)C(O)(C(F)(F)F)C3=C2CC(C)(C)CC3=O)cc1 (stereo not drawn)	0.1	2	0.8	24	1648	-2	3	2	0	nt	-3
CCC(Sc1nc2cc3c(cc2c(=O)n1Cc1ccco1)OCO3)C(=O)Nc1cccc(OC)c1 (stereo not drawn)	-7.6	0	3.0	5	1628	nt	0	13	11	nt	96*
Cn1c(=O)n(C)c2cc([N+](=O)[O-])c(N3CCN(C(=O)c4cccc(Cl)c4)CC3)cc21	0.6	5	0.5	8	1557	3	-10	0	3	nt	1
O=S(=O)(/N=C(\Sc1ccc(Cl)cc1)c1ccccc1)c1ccccc1	-3.5	4	-1.5	24	1637	nt	-6	-2	3	nt	2
CCn1nc(C)c(NS(=O)(=O)c2ccc(C)cc2)c1C	1.0	9	1.0	7	1631	nt	9	8	3	nt	-3
O=C(Nc1ccn(Cc2ccc(F)cc2)n1)c1ccncc1	1.4	15	1.1	11	1572	-9	0	9	8	nt	-4
COc1cccc(Nc2c(F)c(F)c(F)c(F)c2C(=O)O)c1	1.0	1	-0.3	-9	1543	2	-2	3	-1	0.44	-2
CCOC(=O)c1cnc(SC)nc1Sc1cc(Cl)ccc1Cl	-5.7	11	4.5	10	1481	nt	0	8	-8	nt	9
CCN1C(=O)c2ccccc2S(=O)c2ccc(C(=O)N3CCCC3)cc21 (stereo not drawn)	-0.5	1	0.9	-3	1580	-8	4	5	8	nt	-8
Cc1nc(N2CCN(Cc3ccc4c(c3)OCO4)CC2)nc2c1C(=O)CC(c1ccco1)C2 (stereo not drawn)	0.0	7	1.0	-12	1565	-10	-2	0	-2	nt	12
CC(C)Sc1nc2c(c(=O)n1C)SC(C)C2 (stereo not drawn)	-0.3	8	-0.6	9	1577	0	-4	-2	2	nt	-4
CCOc1ccc(S(=O)(=O)N(C)C)cc1-c1nc2c(C(C)(C)C)nn(C)c2c(=O)[nH]1	0.1	2	5.0	0	1545	nt	-5	1	-6	-1.8	-3
CCOC(=O)C(Cc1ccc(O)cc1)NC(=O)CNC(=O)C1CCCN1C(=O)OC(C)(C)C (stereo not drawn)	13	-5	1.9	-1	1609	-3	-7	-1	8	0.04	-4
C=CCn1c(=O)/c(=C2/Sc3ccccc3N2CC)s/c1=C1/C(=O)NN=C1C	5.7	-3	1.1	17	1478	-26	-5	5	-5	0.018	97*
O=C(Oc1cccnc1)c1ccc([N+](=O)[O-])cc1Cl	0.3	5	1.9	5	1703	11	-7	2	10	nt	-6
Cc1sc2nc(CN3CCCC3)nc(Cl)c2c1C	0.0	2	0.0	2	1705	7	-5	9	-4	nt	86*
O=C(/C=C/Nc1ccccc1OC(F)(F)F)C(F)(F)F	-12	2	2.4	-3	1491	nt	-5	2	-5	nt	-6
COc1ccc(Br)cc1C1SCCN1S(C)(=O)=O (stereo not drawn)	-0.8	9	2.2	-1	1541	-7	5	11	12	0.72	5
CC1CCN(C(=S)NCCc2ccccc2)CC1	-18	14	0.3	6	1543	nt	-1	5	1	nt	-3
CCOn1c(=O)c(-c2cc3ccccc3o2)[n+]([O-])c2ccccc21	1.9	-7	3.2	12	1592	20	4	1	12	nt	1
c1ccc(CN2CCN(c3nc(N4CCOCC4)c4ccccc4n3)CC2)cc1	0.2	11	nt	nt	1400	nt	nt	3	-4	nt	44
COc1ccc(-c2nc(C)sc2CC(=O)O)cc1	-0.2	-7	0.9	7	1461	-4	-3	15	1	nt	-4
Cc1ccc(NS(=O)(=O)c2ccc(Cl)c(NC(=S)NC(=O)C3CCCCC3)c2)cc1Cl	-0.6	-1	3.4	-1	1552	-3	-4	6	9	nt	25
COc1ccccc1OCC(=O)NNC(=O)c1cccs1	0.2	5	1.8	-2	1575	-10	-7	11	0	nt	48
Cc1cc(NC(=O)C2CC=CCC2C(=O)O)no1 (stereo not drawn)	1.9	2	0.8	13	1498	5	1	4	1	nt	-7
O=C(NC(=S)Nc1ccc(-c2ccc(CO)o2)cc1)c1cccs1	-0.8	0	1.4	13	1521	-3	0	3	14	0.4	-6
CCOc1ccccc1NC(=O)C1CCCN1C(=O)OCc1ccccc1 (stereo not drawn)	0.2	-4	1.2	7	1481	-20	-2	-5	-6	-0.12	-4
O=S(=O)(Nc1cc(Sc2ncn[nH]2)c(O)c2ccccc12)c1ccccc1	19	1	1.2	2	1556	-14	6	11	4	-4.3*	99*
Cc1[nH]c2ccccc2c1C(=O)CSC(=S)N(C)C1CCCCC1	0.5	-5	4.4	nt	1485	-1	-1	7	-5	0.076	15
C/C(=N\NC(=O)COc1ccc(C)cc1C(C)C)c1cc2ccccc2o1	0.7	3	2.7	2	1437	-14	-8	-3	5	nt	-1
OCCOCCNc1ncnc2c1cnn2-c1ccc(Cl)cc1	-0.3	-5	3.4	20	1314	nt	-4	-12	-4	-0.17	7
CC12CCC(C(=O)NCc3ccc4c(c3)OCO4)(CC1=O)C2(C)C (stereo not drawn)	-0.6	9	0.1	4	1644	2	0	13	6	-0.43	-1
O=C(CCS(=O)(=O)c1ccc(Br)cc1)N1CCN(c2ccccc2F)CC1	-3.7	2	0.1	4	1586	-42	-2	3	5	nt	-2
CC(=O)Nc1ccc(S(=O)(=O)N2CCN(c3ccc([N+](=O)[O-])c(NCCN4CCOCC4)c3)CC2)cc1	0.5	-1	0.4	8	1516	-9	-5	5	2	nt	0
Cc1cccc(C2c3[nH]c4ccccc4c3CCN2C(=O)c2cc3c([nH]c2=O)CCCC3)n1 (stereo not drawn)	0.2	4	2.6	-15	1802	-30	-5	11	7	-0.12	-2
CCOC(=O)C1=C(C)N(Cc2ccccc2)C(=O)NC1c1ccc(OC)cc1 (stereo not drawn)	1.9	-2	2.6	8	1449	nt	-6	-5	2	nt	29
COc1ccc(Cc2nnc(NC(=O)c3cccc(C)c3)s2)cc1	-0.5	5	1.4	11	1578	12	-4	5	0	0.23	-6
O=C(O)c1ccc(Br)cn1	-1.7	6	0.0	7	1497	-28	-1	3	10	nt	-2
COc1ccccc1N1C(=O)C2CC(C)=C(C)CC2C1=O (stereo not drawn)	-1.2	-7	0.4	5	1743	-18	-4	-2	1	-1.3	-4
CC(C)NC(=O)COC(=O)CNC(=O)c1cc(Cl)cc([N+](=O)[O-])c1	0.1	0	0.2	1	1642	9	1	5	2	nt	-12
COCCCNC(=O)CCCn1c(=O)c2ccccc2n(CC(=O)Nc2c(C)cccc2C)c1=O	-2.8	0	0.6	-1	1562	-8	0	9	4	nt	-8
COc1cc(C)c(C(C)C)cc1S(=O)(=O)N1CCOCC1	-0.8	-4	0.2	1	1494	-15	2	-5	-6	nt	0
COc1ccc(S(=O)(=O)Cc2ccc(C(=O)N3CCOCC3)o2)cc1	-0.7	4	-0.8	13	1532	1	-2	6	-1	nt	-5
Cn1cccc1CNC(=O)Nc1ccccc1	0.1	-2	-0.4	-2	1457	nt	-4	6	5	0.39	-5
CC(Sc1nnnn1C)C(=O)Nc1ccccc1 (stereo not drawn)	-0.3	-4	1.8	-8	1569	-17	1	-4	-2	-0.11	-1
COC(=O)CC1(c2ccccc2)C(=O)c2ccccc2C1=O	-0.1	1	4.5	16	1563	nt	-4	9	1	0.31	18
CC(=O)NC1(c2cccc(F)c2)CCN(CC(=O)NC2CCCCC2)CC1	-0.1	-5	-1.4	-4	1663	2	-6	1	2	nt	-2
Cn1c(-n2c(CCCN3C(=O)c4ccccc4C3=O)nc3ccccc3c2=O)nc2ccccc21	1.7	-4	2.9	1	1377	6	-1	3	11	nt	-2
CCOC(=O)C1CCCN(c2c(Nc3cc(C)cc(C)c3)c(=O)c2=O)C1 (stereo not drawn)	-0.9	0	4.6	9	1418	nt	4	-5	3	nt	1
COc1cccc(NC(=O)c2ccc(-c3ccc([N+](=O)[O-])cc3)o2)c1	0.4	4	2.7	15	1673	-11	0	7	6	0.66	-4
COc1c(F)c(F)c(C(=O)Nc2ccc(-c3nc4ccccc4[nH]3)cc2)c(F)c1F	-1.2	4	1.2	8	1535	28*	-4	9	2	0.43	-4
Cc1ccccc1-c1ccc(=O)n(CC(=O)Nc2ccc(S(=O)(=O)N(C)C)cc2)n1	-0.2	5	8.9*	-3	1437	1	-3	2	5	0.52	-3
CCOC(=O)C1=C(Nc2ccccc2)OCC1=O	2.0	2	-0.5	5	1510	-14	-1	5	-2	-0.5	3
O=C(Cc1cccs1)Nc1nnc(SCc2ccc(F)cc2)s1	0.2	-2	-1.0	9	1646	-8	0	8	4	nt	-8
CCOC(=O)C1=C(C)NC(SCc2cc(=O)[nH][nH]2)=C(C#N)C1c1cccs1 (stereo not drawn)	4.9	-1	1.8	-5	1508	-23	-8	1	-1	1.1	-11
C=CCc1cccc(C=Nc2ccc(Br)cc2)c1O	-0.6	8	5.9	11	1644	-18	1	15	5	nt	1
COc1ccc(/C=N/NC(=O)c2ccc(CSc3nc(C)cc(C)n3)cc2)cc1O	0.2	1	0.0	18	1589	-5	-7	-1	0	nt	-8
C=CCOc1ccc(CNC(C)(C)CO)cc1OCC	-6.8	-1	2.0	1	1751	nt	0	6	4	nt	-3
CCOC(=O)N1CCN(C(=O)C2CCN(S(=O)(=O)c3ccc(Cl)cc3)CC2)CC1	0.1	9	-0.5	2	1466	nt	-6	4	4	nt	-3
CC(C)N1C(=O)/C(=C/c2nc3ccccc3c(=O)n2-c2ccccc2)c2ccccc21	0.5	8	6.8	18	1492	nt	-5	11	6	nt	100*
Cc1ccc(CNC(=O)Cn2nnc3ccccc3c2=O)cc1	0.0	2	2.7	-4	1721	7	-6	2	2	0.018	-8
